# TDP-43 yeast inh = TDP-43 toxicity inhibition in yeast | TDP-43 expressing yeast growth rescue, BacTiter-Glo, 24 h | AID 652104 | 1.8% of 410,000 active | Potency, µM (titrated, usually from 46.1 µM), inactives show at the highest dose growth rescue (activation), actives largely listed as activators; note: potency is the fitted concentration of half-maximal effect; % of control where 0% means no effect; nearly all actives have a fitted effect of over 50% in size
#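 Readout is BacTiter-Glo luminescence of cell growth, so inhibitors register as activators. TDP-43-expressing yeast at OD600=0.02 in galactose medium, after raffinose pregrowth to mid-log, were incubated with compound for 24 hr at 30 deg C.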
# Abeta yeast res = A-beta toxicity reversal in yeast; yeast expressing A-beta42, growth rescue, OD600, 48 h; response scale: 0% DMSO, 100% iron-clioquinol control; AID 1347071; 0.063% of 410,000 active; Potency, µM (top dose mostly 46.1 µM), for the others: at the top dose growth rescue, actives largely listed as activators; note: potency is the fitted concentration of half-maximal effect; nearly all actives have a fitted effect of over 55% in size
#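 Yeast A-beta toxicity model in growth medium with pinned compounds, 48 h at 30 C; growth read as absorbance at 600 nm. Normalized to FeCl3/clioquinol equimolar mix (positive) and DMSO (negative).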
# GLP-1R inv ag = inverse agonists of human GLP-1 receptor; P43220; HEK293 GLP-1R CRE-luciferase, luminescence, 24 h; GLP-1R form is constitutively active; Potency, µM (doses to about 38.3 µM), without a hit: at the highest dose activity change, negative = inhibition, actives largely listed as inhibitors; 1.6% of 410,000 active; AID 624417; note: potency is the fitted concentration of half-maximal effect; % is set by controls: 0 for no effect and ±100 for the full control effect; nearly all actives have a fitted effect of over 55% in size
# Target sequence (P43220 whole entry, looked up): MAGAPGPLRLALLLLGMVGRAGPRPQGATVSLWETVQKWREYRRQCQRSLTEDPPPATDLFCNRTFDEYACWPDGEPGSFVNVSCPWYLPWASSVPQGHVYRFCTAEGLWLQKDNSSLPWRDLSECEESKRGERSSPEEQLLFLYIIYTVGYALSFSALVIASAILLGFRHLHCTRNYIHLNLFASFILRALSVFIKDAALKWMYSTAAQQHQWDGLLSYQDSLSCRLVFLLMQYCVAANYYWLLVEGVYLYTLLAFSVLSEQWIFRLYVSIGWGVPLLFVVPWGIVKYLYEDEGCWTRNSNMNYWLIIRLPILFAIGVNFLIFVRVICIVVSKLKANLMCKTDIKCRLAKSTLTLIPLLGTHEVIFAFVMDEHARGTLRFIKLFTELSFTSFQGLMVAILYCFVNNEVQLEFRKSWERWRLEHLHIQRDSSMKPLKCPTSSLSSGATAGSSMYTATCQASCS
#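 GLP-1R inverse agonism mode: basal reporter luminescence in engineered HEK293 cells measured after one day of compound exposure at 37 deg C, with a 12 min room-temperature detection step.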
# GLP1R cytotox = cytotoxicity in counter-screen for GLP-1R inverse agonists. HEK293 cAMP-luciferase reporter cells, luminescence, 24 h. Potency, µM (titrated, usually from 38.3 µM), for inactives: at the top dose activity change, negative = inhibition, hits mostly inhibitors. 0.13% of 410,000 active;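 note: loss of luciferase light is scored as toxicity; potency is the fitted concentration of half-maximal effect; % is set by controls: 0 for no effect and ±100 for the full control effect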
#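 Quantitative HTS format, 1536 wells, 200 cells/uL seeded. Compounds: 23 nL, 24 h, 37 °C. Detection: luciferase reagent, luminescence at 12 min RT; decreased signal taken as cytotoxic.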
# MmCpn inh = inhibitors of Methanococcus maripaludis chaperonin (MmCpn); purified Mm-Cpn ATPase, ADP Transcreener TR-FRET; 0.031% of 330,000 active; Potency, µM (highest dose often 76.9 µM), without a hit: at the top dose activity, negative = inhibition, usual class: inhibitors; note: potency is the fitted concentration of half-maximal effect; % is set by controls: 0 for no effect and ±100 for the full control effect; nearly all actives have a fitted effect of over 80% in size
#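 ATPase read-out: TR-FRET ADP immunoassay (anti-ADP Eu cryptate vs ADP-d2), ex 320 nm, em 590/665 nm; signal drops as ADP forms. Enzyme 25 nM, ATP 10 uM, 30 min at 37°C after 10 min compound preincubation.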
# PTHR1 agonist = agonists of human PTHR1 parathyroid hormone receptor; HEK293 GP2 PTHR1 cells, GloSensor cAMP luminescence, 1 h; 0.075% of 410,000 active; AID 743266; Potency, µM (series often up to 115 µM), inactives show at the top dose activation, hits mostly activators; Q03431; note: potency is the fitted concentration of half-maximal effect; nearly all actives have a fitted effect of over 55% in size; some results filed as inactive show a strong effect at the top dose; inactives centre near -15; many of its hits are not listed in these tables
# Target sequence (Q03431 whole entry, looked up): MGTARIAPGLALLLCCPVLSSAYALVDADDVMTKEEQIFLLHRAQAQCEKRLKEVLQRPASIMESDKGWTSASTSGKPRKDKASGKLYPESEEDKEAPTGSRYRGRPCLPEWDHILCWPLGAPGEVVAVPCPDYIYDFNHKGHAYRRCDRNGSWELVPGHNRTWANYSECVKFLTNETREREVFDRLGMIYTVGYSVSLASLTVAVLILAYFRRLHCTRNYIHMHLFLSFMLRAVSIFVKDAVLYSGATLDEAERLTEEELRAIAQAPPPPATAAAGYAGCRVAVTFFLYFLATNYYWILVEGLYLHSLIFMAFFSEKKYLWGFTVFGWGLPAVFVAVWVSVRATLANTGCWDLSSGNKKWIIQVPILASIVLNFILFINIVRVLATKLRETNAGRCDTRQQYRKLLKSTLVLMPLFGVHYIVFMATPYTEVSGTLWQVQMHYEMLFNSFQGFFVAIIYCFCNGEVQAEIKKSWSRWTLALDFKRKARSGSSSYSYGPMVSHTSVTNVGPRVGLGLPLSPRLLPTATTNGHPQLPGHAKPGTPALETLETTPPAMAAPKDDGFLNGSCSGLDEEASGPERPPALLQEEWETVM
#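 HEK-293-derived GP2 cells expressing PTHR1 and a GloSensor cAMP reporter, 3,000/well, plated overnight, given luciferin plus IBMX (each 0.5 mM as added) for 1 h at 37 °C, then compound for 1 h at 37 °C. Luminescence was read after 15 min at room temperature.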
# aSyn rescue = rescues yeast growth from alpha-synuclein toxicity; Yeast expressing alpha-synuclein, growth rescue, BacTiter-Glo, 24 h; 0.14% of 370,000 active; Potency, µM (top dose mostly 46.1 µM), without a hit: at the highest dose growth rescue (activation), usual class: activators; note: potency is the fitted concentration of half-maximal effect; % of control where 0% means no effect; nearly all actives have a fitted effect of over 65% in size
#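 Readout is rescue of growth in alpha-synuclein-expressing yeast, so inhibitors of toxicity appear as activators. Growth after 24 hr at 30 deg C in galactose medium is quantified by luminescence.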
# Akt phos inh = inhibitors of Akt phosphorylation; Neuro2A IGF-stimulated pAkt S473 HTRF, 20 min; hits give low values; activity change, % for hits at 50 µM; 0.32% of 360,000 active; AID 651550; in the data active = activity change below about -80%; inconclusive = mostly about -51% to -80%; note: % is set by controls: 0 for no effect and ±100 for the full control effect
#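 Neuro2A cells (4,500/well, DMEM with 0.5% FBS) were treated with compound at a single 50 µM final concentration, stimulated with 6 nM IGF for 20 min at 37 °C, and lysed. Phospho-Akt Ser473 was read by HTRF as 665/615 ratio ×10^4.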
# FUS yeast rescue = FUS proteinopathy suppression in yeast | S. cerevisiae FUS-expressing, growth rescue, OD600, 24 h | Potency, µM (titrated, usually from 76.6 µM), inactives show at the highest dose growth rescue (activation), most hits filed as activators | 0.24% of 390,000 active;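 note: potency is the fitted concentration of half-maximal effect; plate controls were DMSO vehicle for no effect and reference control for full effect; nearly all actives have a fitted effect of over 55% in size; some results filed as inactive show a strong effect at the top dose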
#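 S. cerevisiae expressing FUS from galactose induction served as the toxicity model. Growth after 24hr at 30C, read as absorbance at 600 nm, indicates suppression of toxicity; compounds dosed at several concentrations.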
# Numbers without * were called inactive; i = inactive; ? = inconclusive; / = not tested or not shown; [ ] = another dose, or the depositor's remark. Unless noted, calls come from the whole dose curve; as a rule, active = well fitted curve in the direction sought with a large enough effect; inconclusive = small, poorly fitted or top-dose-only effect, or another doubt; inactive = no such curve, though single readings can be large; an effect the other way counts as inactive or inconclusive. A portion of the library; rates above refer to the full screens.
SMILES,TDP-43 yeast inh,Abeta yeast res,GLP-1R inv ag,GLP1R cytotox,MmCpn inh,PTHR1 agonist,aSyn rescue,Akt phos inh,FUS yeast rescue
COCCCN1C(=O)C(CC(=O)NCCCN(C)C)CC(C(=O)N2CCCCCC2)=C1C (configuration not stated),4%,-17%,14%,-14%,/,-14%,-7%,i,-9%
Cc1[nH]n(-c2ccccc2)c(=O)c1N=Nc1cccc(Cl)c1,0%,-14%,11%,4%,1%,-7%,2%,i,-29%
Cc1cc(Oc2ccc([N+](=O)[O-])cc2)nc(N2CCOCC2)n1,9%,-9%,20%,1%,-1%,-12%,0%,i,23%
COC(=O)c1ccc2nc(NC(=O)C(C)C)sc2c1,11%[9.22 µM],26%,-10%,-6%,-1%,-20%,12%,i,4%
Cc1ccc(SCC(=O)Nc2nnc(-c3ccco3)o2)cc1,-27%,-10%,2%,-19%,-2%,i,-1%,i,26%
CC(=O)c1c(C)[nH]c(C(=O)N2CCN(c3ncccn3)CC2)c1C,7%,-3%,7%,-2%,1%,-19%,-1%,i,-21%
O=C(Nc1ccon1)c1ccc(Cl)s1,12%,12%,3%,9%,0%,i,0%,?,5%
CC(C)Oc1ccc(S(=O)(=O)N2CCCCC2)cc1NC(=O)C1CCC1,-1%,4%,-20%,7%,3%,i,-2%,i,31%
CCCCn1c(-c2ccc(Cl)c(Cl)c2)nc2cc3[nH]c(=O)c(C(C)C)nc3cc21,-9%,-8%,3%,14%,3%,-25%,8%,i,18%
CC(C)(C)OC(=O)C[C@@H]1C/C=C\C[C@@H](CC(=O)N(CCO)Cc2ccccc2)C(=O)N2CCC[C@@H]2COC1=O,6%,6%,8%,?,0%,-23%,7%,i,6%
CCN1CCN(CC(=O)Nc2ccc(N(C)C)cc2)CC1,-12%,-1%,6%,17%,-1%,i,-6%,i,6%
COc1ccc(-c2nnc(N(C)C(=O)c3ccno3)s2)cc1,-5%,-7%,1%,-13%,?,i,-7%,i,9%
CCOc1ccccc1NC(=O)Cn1c(=O)n(-c2ccc(C)c(C)c2)c(=O)c2oc3ccccc3c21,12%,-5%,-2%,7%,/,i,/,/,-18%
COc1cn(CC(=O)Nc2c(C)cc(C)cc2C)c(CN2CCCCC2)cc1=O,17%,-3%,1%,4%,/,-42%[inhibitor],/,/,-8%
Cc1cc2[nH]ncc2cc1NC(N)=S,-20%,-28%,7%,-2%,1%,-25%,3%,i,15%
O=C(NCC(c1ccco1)N1CCCC1)c1cccc(NS(=O)(=O)c2ccccc2)c1 (configuration not stated),9%,-4%,-18%,4%,-1%,-17%,0%,i,19%
CC1=C(C(=O)N(C(C)C)C(C)C)CC(CC(=O)NCCCCc2ccccc2)C(=O)N1Cc1ccc(F)cc1 (configuration not stated),20%,3%,?,-9%,/,-20%,-4%,i,?
COCCn1c(-c2ccccc2)csc1=Nc1cccnc1,-1%,-16%,?,2%,1%,-19%,-5%,i,20%
CCOC(=O)CNC(=O)CSc1nnc(-c2ccco2)n1Cc1ccco1,-4%,4%,0%,-8%,-9%,-20%[57.5 µM],-8%,i,37%
Cn1c(=O)c2c(c3ccccc31)OC(=O)CC2c1ccccc1 (configuration not stated),-9%,-17%,8%,-18%,/,?,/,/,-7%
Nc1nnc(SCC(=O)c2ccco2)s1,10%,-6%,?,-6%,-1%,-10%,-1%,i,11%
CSCc1ccc(C(=O)NCCSc2ccc(Br)cc2)cc1,14%,-4%,?,7%,3%,-20%,0%,i,7%
COc1ccc(CCC2=NCCN2C(CC(C)C)c2nc3ccccc3[nH]2)cc1 (configuration not stated),26%,-6%,?,-15%,/,-18%,3%,i,-26%
Cc1ccc(Cl)cc1NC(=O)C1CCCN1S(=O)(=O)c1ccc(-c2ccc(=O)[nH]n2)s1 (configuration not stated),-21%,-4%,57%[activator],-1%,-11%,i,-1%,i,?
Cc1ccc2c(c1)N(CC(=O)N1CCC(O)CC1)C(=O)CO2,7%,-4%,10%,2%,-3%,i,1%,i,11%

# Record cards, from the list above. Screens in order: TDP-43 yeast inh, Abeta yeast res, GLP-1R inv ag, GLP1R cytotox, MmCpn inh, PTHR1 agonist, aSyn rescue, Akt phos inh, FUS yeast rescue
# Shown for `CC(C)Oc1ccc(S(=O)(=O)N2CCCCC2)cc1NC(=O)C1CCC1` = -1%, 4%, -20%, 7%, 3%, i, -2%, i, 31%
# Shown for `O=C(NCC(c1ccco1)N1CCCC1)c1cccc(NS(=O)(=O)c2ccccc2)c1` (configuration not stated) = 9%, -4%, -18%, 4%, -1%, -17%, 0%, i, 19%
# Shown for `O=C(Nc1ccon1)c1ccc(Cl)s1` = 12%, 12%, 3%, 9%, 0%, i, 0%, ?, 5%
# Shown for `Cc1ccc2c(c1)N(CC(=O)N1CCC(O)CC1)C(=O)CO2` = 7%, -4%, 10%, 2%, -3%, i, 1%, i, 11%
# Shown for `Nc1nnc(SCC(=O)c2ccco2)s1` = 10%, -6%, ?, -6%, -1%, -10%, -1%, i, 11%

# Exported with values under each structure: 2 of the compounds above.
# Every second line gives: TDP-43 yeast inh	Abeta yeast res	GLP-1R inv ag	GLP1R cytotox	MmCpn inh	PTHR1 agonist	aSyn rescue	Akt phos inh	FUS yeast rescue
O=C(NCC(c1ccco1)N1CCCC1)c1cccc(NS(=O)(=O)c2ccccc2)c1 (configuration not stated)
  9%	-4%	-18%	4%	-1%	-17%	0%	i	19%
CC1=C(C(=O)N(C(C)C)C(C)C)CC(CC(=O)NCCCCc2ccccc2)C(=O)N1Cc1ccc(F)cc1 (configuration not stated)
  20%	3%	?	-9%	/	-20%	-4%	i	?

# Going on with the list.
SMILES,TDP-43 yeast inh,Abeta yeast res,GLP-1R inv ag,GLP1R cytotox,MmCpn inh,PTHR1 agonist,aSyn rescue,Akt phos inh,FUS yeast rescue
COc1ccc(N(CC(=O)NCc2ccco2)S(C)(=O)=O)c(OC)c1,-12%[0.397 µM],-8%,25%,0%,-21%,i,-2%,i,7%
C[C@@H](OC(=O)c1[nH]cnc1C(=O)NCc1ccc(CNC(=O)OC(C)(C)C)cc1)c1ccccc1,-5%,7%,?,2%,3%,-48%[inhibitor],-10%,i,?
Fc1ccccc1COc1ccc(Br)cc1CNCc1ccncc1,?,-56%[inhibitor],?,-21%,-6%,-90%[inhibitor][57.5 µM],5%,i,31%
O=C(Nc1sc2c(c1C(=O)O)CCC2)c1ccc(F)cc1,-4%,-18%,-20%,-3%,2%,-10%,-8%,i,2%
Cn1c(=O)[nH]c2cc(-c3noc(-c4cccc(Cl)c4)n3)ccc21,18%,-2%,5%,1%,/,i,0%,/,-19%
Cc1cccc2c1CCCC2=O,-13%,-11%,3%,-2%,/,i,3%,i,-9%
Cc1cccc(N2CCN(C(c3ccccc3)c3nnnn3C(C)(C)C)CC2)c1C (configuration not stated),-9%,-17%,-8%,2%,1%,?,-8%,i,20%
O=C(Cn1c(=O)n(CC2CCCO2)c(=O)c2ccccc21)Nc1cccc(Cl)c1 (configuration not stated),0%,2%,-10%,-9%,/,i,/,/,17%
COc1ccc(N2C(=O)CC(Sc3n[nH]c(-c4cccc(C)c4)n3)C2=O)cc1 (configuration not stated),?,-89%[inhibitor],1%,13%,-26%,i,13%,i,?
COc1cc2[nH]c(=O)n(CCC(=O)N3CCN(Cc4ccc5c(c4)OCO5)CC3)c(=O)c2cc1OC,-1%,-21%,8%,-4%,-4%,i,0%,i,9%
O=C(CN1CCC(NC(=O)c2ccc(Br)cc2)CC1)NCc1cccs1,-9%,-5%,-1%,4%,0%,-10%,-5%,i,-19%
CCC1CCCCN1Cc1nc2c(c(=O)n(C)c(=O)n2C)n1CC(C)C (configuration not stated),-24%,-9%,8%,1%,2%,-18%,-3%,i,-13%
COc1ccc(C(=O)Nc2ccc3nc(SCC(=O)N(C)c4ccccc4)sc3c2)cc1,22µM*,11%,?,-19%,/,-17%,/,/,?
CC(C)OC(=O)Nc1ccc2c(c1)N(C(=O)CCN1CCN(CCO)CC1)c1ccccc1CC2,5%,-4%,-13%,-2%,-6%,1%,2%,i,6%
NS(=O)(=O)c1ccc(N/C=C\C(=O)c2cccc3ccccc23)cc1,-7%,-42%[inhibitor],15%,-14%,-3%,-18%,-14%,i,29%
CC1COc2c3ccccc3nn21 (configuration not stated),18%,-8%,32%[activator],1%,/,-34%[inhibitor],3%,i,-12%
CCCOc1ccc(CNC(=O)C(C)n2nc(C)n3c(cc4occc43)c2=O)cc1 (configuration not stated),18%,0%,-14%,-20%,/,-7%,/,/,21%
Nc1nonc1-n1nnc(C(=O)N/N=C/c2cccc(Cl)c2)c1-c1cccs1,-3%,10%,?,-4%,2%,0%,3%,i,-4%
Cc1ccccc1CSc1nc2cccnc2n1Cc1ccc(C(=O)NC2CC2)cc1,18%,4%,1%,-1%,/,-13%,/,/,15%
COc1ccc(Cl)cc1NC(=O)CN1c2ccccc2CC1C (configuration not stated),21%,7%,?,1%,-2%,-37%[inhibitor],-17%,i,-7%
O=C(NCCc1ccccc1)c1ccc2c(c1)S(=O)(=O)c1ccccc1C2=O,13%,2%,8%,-8%,/,-59%[inhibitor],1%,i,-14%

# A section taken from the entries so far:
SMILES,TDP-43 yeast inh,Abeta yeast res,GLP-1R inv ag,GLP1R cytotox,MmCpn inh,PTHR1 agonist,aSyn rescue,Akt phos inh,FUS yeast rescue
CC1COc2c3ccccc3nn21 (configuration not stated),18%,-8%,32%[activator],1%,/,-34%[inhibitor],3%,i,-12%
CCCOc1ccc(CNC(=O)C(C)n2nc(C)n3c(cc4occc43)c2=O)cc1 (configuration not stated),18%,0%,-14%,-20%,/,-7%,/,/,21%
